RXFP1 antag = qHTS Assay for Antagonists of the Relaxin Receptor RXFP1; activity change, negative = inhibition, % at 57.5 µM; actives 0.59% (n = 350,000); HEK293-RXFP1, relaxin-stimulated cAMP HTRF, 30 min; active compounds read low;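 active = activity change of -60% or lower, but not beyond a set lower limit; inconclusive = change between -60% and -40%, or beyond the set limit; inactive = change above -40%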
Target sequence (Q9HBX9 whole entry, looked up): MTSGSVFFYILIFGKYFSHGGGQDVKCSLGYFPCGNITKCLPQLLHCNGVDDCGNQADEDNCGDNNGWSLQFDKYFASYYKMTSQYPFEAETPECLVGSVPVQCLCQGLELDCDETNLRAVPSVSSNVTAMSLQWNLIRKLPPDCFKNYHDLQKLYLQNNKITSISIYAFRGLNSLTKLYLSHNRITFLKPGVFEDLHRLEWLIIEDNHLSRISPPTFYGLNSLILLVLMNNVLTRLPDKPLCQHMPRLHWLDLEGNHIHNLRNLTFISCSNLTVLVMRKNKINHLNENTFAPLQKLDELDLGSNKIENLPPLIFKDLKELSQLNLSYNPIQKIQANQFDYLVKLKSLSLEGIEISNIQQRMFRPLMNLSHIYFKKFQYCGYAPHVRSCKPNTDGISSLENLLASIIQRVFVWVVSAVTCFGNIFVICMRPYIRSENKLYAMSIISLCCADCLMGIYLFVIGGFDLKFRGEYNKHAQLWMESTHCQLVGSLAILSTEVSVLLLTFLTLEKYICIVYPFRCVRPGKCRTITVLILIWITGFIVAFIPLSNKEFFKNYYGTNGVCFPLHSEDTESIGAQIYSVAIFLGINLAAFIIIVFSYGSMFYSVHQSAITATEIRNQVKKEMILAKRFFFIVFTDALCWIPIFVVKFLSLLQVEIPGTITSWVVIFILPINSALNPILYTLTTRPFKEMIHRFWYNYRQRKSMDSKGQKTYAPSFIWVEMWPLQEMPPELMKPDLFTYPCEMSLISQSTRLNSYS
* hit, by the source's call; ? = inconclusive. % is scaled to controls: 0 for no effect and ±100 for the full control effect. Some of the compounds tested; the hit share may differ from the screen's.

canonical_smiles	RXFP1 antag
O=C1OC(Sc2ccccc2)(c2ccccc2)c2ccccc21 (centres undefined)	-29
Cc1ccc(CNC(=O)C2CSC3(C)CCC(=O)N23)cc1 (centres undefined)	9
Cc1ccc(NS(=O)(=O)c2ccc(C(=O)Nc3nncs3)cc2)cc1	-21
C[C@@H]1CN([C@@H](C)CO)C(=O)CCCn2nncc2CO[C@H]1CN(C)Cc1ccccc1C(F)(F)F	6
COc1ccc(-c2cc(C(=O)N3CCCCCC3)c3ccccc3n2)cc1OC	5
Cc1ccc(S(=O)(=O)N2CCOCC2)cc1NC(=O)Nc1ccc([N+](=O)[O-])cc1	2
COc1ccc(C=C(C(=O)O)c2ccc(OC)cc2)cc1	-23
CC(C)c1ccc2c(c1)C(N1CCNCC1)Cc1ccc(F)cc1S2 (centres undefined)	-72*

(continued)
canonical_smiles	RXFP1 antag
O=C1OC(Cc2ccccc2)C(c2ccccc2)C1=O (centres undefined)	-8
CSc1nnc(-c2cc3c(-c4ccccc4)nn(C)c3s2)n1C	-7
Oc1cccc2[nH]ccc12	-8
Cn1cccc1/C=C1\SC(=O)N(CC(=O)Nc2ccc(Cl)cc2)C1=O	8
O=C(CCC1CCN(Cc2nccs2)CC1)Nc1ccccc1	6
Cc1ccc(S(=O)(=O)N2CCN(CCc3ccncc3)CC2)cc1	9
Cc1nc2ccccc2c(=O)n1NCc1cccs1	7
COc1ccc(Cl)cc1NC(=O)c1cccc(S(=O)(=O)Nc2c(C)n(C)n(-c3ccccc3)c2=O)c1	5

(next part)
canonical_smiles	RXFP1 antag
CC(=O)c1ccc(OCCCC(=O)Nc2ccc(Cl)c(S(=O)(=O)N3CCOCC3)c2)cc1	-5
O=C(NNC(=O)c1ccc2ccccc2c1)c1ccc(Cl)c(Cl)c1	-20
CCOc1cc(C(=O)N(Cc2ccccc2)c2ccc(C)cc2)ccc1OCC(=O)N1CCOCC1	1
Cc1csc(=O)n1CC(=O)Nc1ccc(Cl)c(Cl)c1	3
O=C(O)c1ccccc1-c1ccccc1C(=O)Nc1ccc2c(c1)C(O)c1ccccc1-2 (centres undefined)	4
COC(=O)c1ccc2c(c1)C(NC(C)=O)CCc1cc(OC)c(OC)c(OC)c1-2 (centres undefined)	2
O=C(NCCCCCCNC(=O)OCc1ccccc1)OCc1ccccc1	1
N=C1c2ccccc2-c2ccccc21	-1

The list continues:
canonical_smiles	RXFP1 antag
COc1ccc(C=NNC(=O)c2cc(C)oc2C)cc1O	-5
Cn1cc(CN2CCC(n3nccc3NC(=O)c3ccc4c(c3)OCO4)CC2)cn1	-1
CC(C)[C@H](NC(=O)c1ccccc1Cl)C(=O)OCC(=O)N1CCCCC1	-1
CCCC(=O)Nc1ccc(S(=O)(=O)N2CCc3ccccc32)cc1	-6
CC(C)CC1C(=O)N(Cc2cn(Cc3ccco3)nn2)CCS(=O)(=O)N1Cc1ccc(-c2cccc(N(C)C)c2)cc1 (centres undefined)	5
CC1CCCCC1NC(=O)Cn1cnc2c1c(=O)n(C)c(=O)n2C (centres undefined)	3
Cc1ccc(C(=O)N2CCCc3ccccc32)c(Cl)c1	-7
O=C(OCc1ccccc1)c1ccc(NCc2cc(O)ccc2O)cc1	-36

The results go on.
canonical_smiles	RXFP1 antag
CC1(C(=O)NNC(=O)c2cccc([N+](=O)[O-])c2)CC1Br (centres undefined)	1
CN(Cc1cnn(-c2ccccc2)c1)C(=O)c1cccc(S(=O)(=O)Nc2ccccc2F)c1	6
Cn1cc(C2NC(=O)c3ccccc3N2)c2ccccc21 (centres undefined)	-8
CC(C)CN1CC(C)C(=O)N(c2ccccc2)C1=O (centres undefined)	-5
COc1ccc(NS(=O)(=O)c2cccc(C(=O)O)c2)cc1S(=O)(=O)N1CCOCC1	3
COc1cc(S(=O)(=O)Nc2ccc3c(c2)C(=O)N(C)C3=O)ccc1NC(C)=O	11
c1cc(N2CCCCC2)nc(N2CCCCC2)n1	-1
C[C@@H]1CN([C@H](C)CO)C(=O)CCCn2nncc2CO[C@@H]1CN(C)S(=O)(=O)c1ccc(F)cc1	13

Next section:
canonical_smiles	RXFP1 antag
Nc1cccc2cccc([N+](=O)[O-])c12	3
O=C(NCC(=O)N1CCN(C/C=C/c2ccccc2)CC1)c1ccc(Br)cc1	-1
COc1ccc(C(=C(CC(=O)O)C(=O)OC(C)(C)C)c2cc(OC)c(OC)c(OC)c2)cc1OC	-10
CN(C)CCN(C)C1CN(Cc2ccc([N+](=O)[O-])cc2)S(=O)(=O)C1 (centres undefined)	10
CC(C)[C@H](NC(=O)c1ccccc1F)C(=O)OCCN1C(=O)c2ccccc2C1=O	2
CC12CCCC(C(C#N)C(N)=O)(C1)NC(=O)C2C#N (centres undefined)	4
O=C(Nc1cccc2ccccc12)/C(=C/c1ccc([N+](=O)[O-])cc1)NC(=O)c1ccccc1	-3
O=C(CCN1C(=O)/C(=C\c2ccccc2F)SC1=S)N1CCOCC1	10

(continued)
canonical_smiles	RXFP1 antag
CCc1cccc2c(C(=O)COC(=O)[C@@H]3CC(O)CN3S(=O)(=O)c3ccccc3[N+](=O)[O-])c[nH]c12 (some centres undefined)	-80*
COc1ccc([C@H]2C[C@H](O)[C@@H](n3cc(-c4ccc(F)cc4)nn3)CN2Cc2cccs2)cc1	-17
CC(=O)c1ccc2c(c1)CCN2	4
O=C(C1CCN(S(=O)(=O)c2cccc3nsnc23)CC1)N1CC=C(c2ccccc2)CC1	3
COc1ccc2oc(C)c(C(=O)c3ccccc3)c2c1	-23
Cc1ccc([C@H]2C[C@@H](n3cc(C4CC4)nn3)[C@H](O)CN2CC2CCCCC2)cc1	-5
COc1ccc(-c2ccc(CN3C(C)C(=O)N(Cc4cn(CCC5OCCO5)nn4)CCS3(=O)=O)cc2)cn1 (centres undefined)	1
OCC1OC(n2cnc3c(N4CCCCC4)ncnc32)C(O)C1O (centres undefined)	-11

The list goes on.
canonical_smiles	RXFP1 antag
Cn1c(N)c(C(=O)COC(=O)c2ccc(C(F)(F)F)cc2)c(=O)n(C)c1=O	-19
O=[N+]([O-])c1ncc(Br)cc1Nc1ccccc1	-1
O=c1c2ccc(F)cc2sn1-c1ccccc1	?
COc1ccccc1N1CCN(C(=O)c2ccc3ncsc3c2)CC1	8
COc1ccc(-c2ccc(CN3C(C)C(=O)N(Cc4cn(Cc5ccco5)nn4)CCS3(=O)=O)cc2)cc1 (centres undefined)	-10
Cc1ccc(S(=O)(=O)N2CCOCC2)cc1NC(=O)COC(=O)c1ccc(Br)o1	-3
O=c1[nH]cnc2nc[nH]c12	-10
Clc1ccc(C(Cn2ccnc2)OCc2ccc(Sc3ccccc3)cc2)c(Cl)c1 (centres undefined)	-9

Remaining list, next part.
canonical_smiles	RXFP1 antag
COc1cccc(OCC(=O)NNC(=O)c2ccc(-c3ccccc3)cc2)c1	-8
Cn1c(=O)c2c(ncn2CC(=O)OCC(=O)Nc2cccc(C#N)c2)n(C)c1=O	2
O=C(NCc1ccccc1)NC(=O)c1ccc(Cl)cc1	2
O=C(/C=C/c1ccco1)NC(=S)Nc1cccc(-c2nc3ccccc3s2)c1	-17
COc1ccc(CCC(=O)OCC(=O)c2ccc[nH]2)cc1OC	-9
Cc1cn([C@H]2C[C@H](O)[C@@H](CNC=O)O2)c(=O)[nH]c1=O	6
COC(=O)C(Cc1c[nH]c2ccccc12)NC(=O)CCNC(=O)c1ccco1 (centres undefined)	-1
Cc1cccc(C(=O)OCC(=O)NC(C)C2CC3CCC2C3)c1O (centres undefined)	-7

Next section.
canonical_smiles	RXFP1 antag
Cc1cc(C)c2c(-n3cccc3)c(C(=O)NNS(=O)(=O)c3ccccc3)sc2n1	-7
CCCC(=O)NC(=S)Nc1c(C)cc(Br)cc1C	-7
Cc1cnc(Sc2ncccc2[N+](=O)[O-])nc1	-3
Cc1cc(C)n(-c2ccc(C(=O)OCC(=O)Nc3ccccc3F)cc2)n1	1
C[C@@H](C(=O)N=c1sc2ccccc2n1C)N1C(=O)C2CC=CCC2C1=O (some centres undefined)	-2
Cc1cc(=O)c2c(O)c3c(O)cc(=O)c4c3c3c(cc(O)c1c23)C(C)(C)C=4O	-10
O=C(c1ccc(COc2ccc3c(c2)CCC3)o1)N1CCN(c2ccccc2)CC1	-12
CCN(CC)CCNC(=O)c1ccc(NC(=O)c2ccc(S(=O)(=O)N3CCCC3)cc2)cc1	-5

The results go on.
canonical_smiles	RXFP1 antag
C#CCN(C[C@@H]1[C@@H](OC(=O)NCc2ccccc2F)[C@@H](OC(=O)NCc2ccccc2F)CN(C(=O)OC(C)C)N1C(=O)OC(C)C)S(=O)(=O)c1ccc(C)cc1	2
N#CCCSC(=S)C1CCCC1=N (centres undefined)	1
O=C(COc1ccc(F)c(Cl)c1)NC(=O)NC1CCCC1	8
CCOC(=O)N1CCN(C(=O)COC(=O)c2cc(Cl)cc(Cl)c2)CC1	-4
CCOc1ccccc1NC(=O)c1ccc(OCC(=O)N2CCOCC2)c(OC)c1	3
N#CCCN(C(=O)CN1CCN(S(=O)(=O)c2ccc(Cl)s2)CC1)c1ccc(F)cc1	-6
Cc1nc2ccc(NC(=O)[C@H](C)N3C(=O)C4CC=CCC4C3=O)cc2s1 (some centres undefined)	8
Cc1cc(=O)[nH]c(SCC(=O)N2CCN(C(=O)c3ccco3)CC2)n1	-6

More entries follow.
canonical_smiles	RXFP1 antag
CCOC(=O)N1CCN(C(=O)COC(=O)c2ccc(Cl)nc2)CC1	-9
Cc1ccc(-c2ccc(C3=CC(=O)CC(C)(C)C3=O)cc2)cc1	-4
O=S(=O)(c1ccc2nnn(O)c2c1)N1CCOCC1	-2
Cc1ccn2c(C(=O)N/N=C\c3ccccc3[N+](=O)[O-])c(C)nc2c1	4
Cc1ccc(S(=O)(=O)N(C)C[C@H]2OCCCC[C@H](C)Oc3ccc(NC(=O)Nc4cccc5ccccc45)cc3C(=O)N([C@@H](C)CO)C[C@H]2C)cc1	-13
COc1ccc(S(=O)(=O)N2CCCCC2)cc1NS(=O)(=O)c1ccccc1	-5
COc1ccc(S(=O)(=O)Oc2ccc3cccc(N)c3c2)cc1	?
O=S(=O)(Nc1ccccc1N1CCOCC1)c1cccs1	-3

(cont.)
canonical_smiles	RXFP1 antag
COc1ccc(-c2nc(CN3CCC(C(=O)NC4CCCc5ccccc54)CC3)c(C)o2)cc1OC (centres undefined)	-5
Nc1o[nH]c(=O)c1C1CCCCC1	4
O=C(COc1ccc2cc(Br)ccc2c1)N1CCOCC1	1
CCOC(=O)c1cc(OCC)c2c(ccc3cc(OC)ccc32)n1	11
Cc1ccc(S(=O)(=O)N2CCOCC2)cc1NC(=O)COc1ccccc1Cc1ccccc1	-16
CC(=O)Nc1ccc2c(=O)n(-c3ccccc3)sc2c1	-24
CCC(C)c1ccc(S(=O)(=O)N2CCN(C(=O)CN3C(=O)NC(C)(C4CC4)C3=O)CC2)cc1 (centres undefined)	-2
O=C(COC(=O)CCC(=O)c1ccc(F)cc1)NCCc1ccccc1	6

(continued)
canonical_smiles	RXFP1 antag
Cc1ccc(C(=O)OCC(=O)Nc2cc(Cl)ccc2C#N)o1	-2
COc1ccc(C(=O)Nc2ccccc2C(=O)NC2CC2)c(OC)c1OC	-4
COc1ccc(CCc2ccnc3ccccc23)cc1	-18
O=C(N/C(=C/c1ccc(F)cc1)C(=O)N1CCOCC1)c1ccco1	-2
COc1cccc(S(=O)(=O)N(C)C[C@@H]2OCc3cn(nn3)CCCC(=O)N([C@@H](C)CO)C[C@H]2C)c1	15
CCOC(=O)c1coc(C(=O)OCC)c1C(=O)OCC	9
COc1ccc(S(=O)(=O)N2CCCCCC2)cc1NC(=O)Cc1ccc(OC)c(OC)c1	-7
O=[N+]([O-])c1ccc(NN=Cc2cccc3ccccc23)cc1	1

(listing goes on)
canonical_smiles	RXFP1 antag
CCSC(=O)N=Nc1ccc(O)cc1	-7
COc1ccc(-c2nn(-c3ccccc3)cc2C(=O)Nc2cccc(S(=O)(=O)NC3=NCCC3)c2)cc1	0
COc1ccc(/C(O)=C2/C(=O)C(=O)N(CCCN3CCOCC3)C2c2ccc(Cl)cc2)cc1 (centres undefined)	-1
Cc1ccc(S(=O)(=O)N(C)C)cc1NC(=O)C(C)OC(=O)C1CCCCC1 (centres undefined)	1
CC1(O)C(c2ccccc2)=Nc2ccccc21 (centres undefined)	3
O=C(COC(=O)c1cc(=O)[nH]c2ccccc12)NCCc1ccccc1	-8
O=C(Cc1c(F)cccc1Cl)OCC(=O)c1ccc[nH]1	1
COc1cccc2cc(C(=O)OCC(=O)NC3CCCC(C)C3C)c(=O)oc12 (centres undefined)	-18

The listing continues.
canonical_smiles	RXFP1 antag
COc1ccccc1C(=O)COC(=O)C(NC(=O)Cc1ccccc1)C(C)C (centres undefined)	1
O=C(NCCc1ccccc1)c1ccc(S(=O)(=O)N2CCCCC2)cc1	0
CC(C)c1ccc(C(=O)Nc2ccc(S(=O)(=O)NC3=NCCCCC3)cc2)cc1	2
COCc1c(C(=O)NCCc2ccc(OC(F)F)cc2)oc2ccccc12	-25
COCCN(C(=S)Nc1ccc(OC)c(Cl)c1)C1CCN(C(C)=O)CC1	6
